# Bioassay records: PubChem BioAssay, several laboratories
# MrgX1 antagonist: human MrgX1 receptor antagonism, primary screen; MRGX1-HEK293 calcium flux, Fluo-4, BAM8-22 antagonism; stronger effect = lower value; B-score at 10 µM; 310,000 tested, 1.3% active; AID 588676;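 active means calcium-response B-score plate-corrected more than 3 library SD below zero, starting fluorescence within 5 deviations, no agonist response on first addition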;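 further: peak minus trough fluorescence over baseline after final BAM8-22 challenge near maximal dose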
# Target sequence (Q96LB2 whole entry, looked up): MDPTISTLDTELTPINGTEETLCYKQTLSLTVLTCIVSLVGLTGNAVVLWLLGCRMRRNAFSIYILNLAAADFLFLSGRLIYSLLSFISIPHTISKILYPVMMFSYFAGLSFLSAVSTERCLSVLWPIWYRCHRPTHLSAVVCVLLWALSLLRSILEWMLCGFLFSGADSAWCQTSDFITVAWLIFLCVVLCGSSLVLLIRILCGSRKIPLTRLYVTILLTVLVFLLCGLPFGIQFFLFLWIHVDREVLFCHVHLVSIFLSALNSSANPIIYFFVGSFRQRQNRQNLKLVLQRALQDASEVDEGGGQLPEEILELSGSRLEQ
# TRPC4 act: activators of mouse TRPC4 channel | Q9QUQ5 | B-score at 10 µM | HEK293 TRPC4beta/mu-opioid, Fluo4 calcium fluorescence; stronger effect = higher value | AID 2237 | 310,000 tested, 0.49% active;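 active means B-score above 5 SD of library B-scores, and initial fluorescence ratio not above library mean plus 5 SD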;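 further: positive B-score marks a calcium rise read as TRPC4 activation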
#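 Test system: HEK293 cells stably co-expressing mouse TRPC4beta and mu-opioid receptor | Schedule: Fluo4 dye loading 45 min at room temperature, 110 s recording | Measured by: Kinetic Fluo4 calcium fluorescence, 5 s baseline at 1 Hz | Evaluation: B score of integrated ratio | Controls: Buffer (low) and maximal DAMGO (high)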
# MrgX1 ag: human MrgX1 receptor agonism, primary screen; 310,000 tested, 0.44% active; B-score at 10 µM; Q96LB2; MrgX1-HEK293 cells, Fluo-4 calcium fluorescence, agonist mode; stronger effect = higher value;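 active means calcium response B-score plate-corrected fluorescence ratio at least 3 library SD, with starting fluorescence B-score inside 5 SD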
#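 Assay system: stable human MrgX1 HEK293 cell line. Quantity: 15,000 cells per well. Schedule: cells plated overnight, dye loaded 0.5 h 37 °C, 0.5 h room temperature. Detection: Fluo-4 NW calcium-flux fluorescence, kinetic read. Read-out basis: peak-minus-minimum fluorescence over baseline, converted to B scores. Control set: positive and negative control wells on each plate.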
# TRPC6 activator: activates the mouse TRPC6 cation channel; HEK293-TRPC6 membrane potential dye fluorescence; stronger effect = higher value; B-score at 10 µM; AID 2550; Q61143; 310,000 tested, 0.13% active;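 active means B-score of the integrated fluorescence ratio above library mean plus 3 SD, and starting fluorescence ratio within library mean plus 5 SD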;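 further: higher score means more depolarization so channel activation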
# MrgX1 allo act: allosterically activates human MrgX1 receptor signaling; MrgX1-HEK293, Fluo-4 calcium flux, FDSS; stronger effect = higher value; 310,000 tested, 0.63% active; AID 588675; Q96LB2; B-score at 10 µM;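 active means plate-corrected calcium response at least 3 library SD above typical, normal starting fluorescence, not activating the receptor alone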;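 further: compound read alongside a low EC10 to EC30 dose of BAM8-22 agonist; peak minus trough fluorescence over baseline measured at the second addition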
# HIF act: HIF pathway transcriptional activation; 300,000 tested, 0.32% active; U2OS HRE-luciferase reporter, luminescence; normalized: DMSO 0%, desferrioxamine 100%; activation, % at 7.5 µM (by protocol);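 active means mean activation of at least 10% of the iron chelator positive control signal, with at least half of replicates also reaching 10%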
# PolyA inhibitor: blocks polyadenylation in yeast reporter cells; calls only at 12 µM; S. cerevisiae SKY197-pL101 polyadenylation reporter, beta-gal luminescence; efflux-impaired pdr1/pdr3 knockout yeast; score 100 = 6 SD above DMSO; 300,000 tested, 0.02% active;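 active means lowest replicate activity score at least 50, where 100 means six control SD above control mean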;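 further: yeast exposed to compound for 9 h at 30 °C; higher score means more reporter readthrough which indicates perturbed polyadenylation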
# AI-2 QS modul: modulates the Vibrio harveyi AI-2 quorum sensing system | Vibrio harveyi JMH597 AI-2 luminescence/OD600 ratio, 9 h; stronger effect = lower value; strain lacks LuxN and CqsS sensors; 0 = neutral-control median | activity change, % at 7.5 µM | 300,000 tested, 0.4% active; in the data active means activity change below about -75%, passing the limit was not always enough;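 further: luminescence divided by OD600 gain over 9 h not by final OD600 alone; inactives centre near 13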
# TRPC4 PAM: allosterically enhances the mouse TRPC4 cation channel. Q9QUQ5. B-score at 10 µM. HEK293 TRPC4beta/mu-opioid, DAMGO EC20, Fluo-4 Ca2+ flux; stronger effect = higher value. 310,000 tested, 0.42% active;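 active means B-score of calcium response area above 5 SD of library B-scores, with initial fluorescence ratio within 5 SD of library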;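 further: B-score of integrated fluorescence ratio over time as area under calcium response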
# TRPC4 block: TRPC4 (mouse) channel inhibition; Q9QUQ5; HEK293 TRPC4beta/mu-opioid, DAMGO-evoked Fluo4 calcium flux; stronger effect = lower value; B-score at 10 µM; 300,000 tested, 0.39% active; AID 2247;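 active means B-score over 3 SD under the library average, no early fluorescence shift, positive overall ratio signal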
#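 Material: HEK293 cells with stable TRPC4beta plus mu-opioid receptor expression / Probe or stimulus: DAMGO in two steps, submaximal then maximal / Compound: single concentration per test compound / Technique: kinetic Fluo4 fluorescence imaging of calcium influx / Read-out: per-well B score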
# TRPC6 inhibitor: inhibitors of mouse TRPC6 channel | Q61143 | HEK293-TRPC6, membrane potential dye, ACh-evoked depolarization; stronger effect = lower value | B-score at 10 µM | 310,000 tested, 1.1% active;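 active means B-score under library mean minus 3 SD, initial fluorescence not abnormally high, positive integrated signal ratio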;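 further: B-score derived from integrated fluorescence ratio over the kinetic read; more negative B-score means stronger inhibition of depolarization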
# An asterisk follows results filed as active; i = inactive; / = not tested or not shown.
# The line under a structure holds: MrgX1 antagonist	TRPC4 act	MrgX1 ag	TRPC6 activator	MrgX1 allo act	HIF act	PolyA inhibitor	AI-2 QS modul	TRPC4 PAM	TRPC4 block	TRPC6 inhibitor
Cc1ccc(C(NC(=O)N2CC(C)OC(C)C2)C(Cl)Cl)cc1F (stereo unspecified)
    i	i	i	i	i	-0.2	i	29	i	i	i
COc1ccccc1CNC(=O)c1cc(-c2ccccc2)nn1Cc1cc(C)no1
    i	i	i	i	i	1.1	i	24	i	i	i
O=C(COc1cccc(F)c1)Oc1ccc(C(=O)c2ccccc2)cc1
    i	i	i	i	i	0.4	i	18	i	i	i
Cc1ccccc1Cn1cnc2c(NS(C)(=O)=O)c(C)c(C)cc21
    i	i	i	i	i	0.2	i	28	i	i	i
CC1CCc2c(sc(NC(=O)c3ccc(-c4ccccc4[N+](=O)[O-])o3)c2C#N)C1 (stereo unspecified)
    i	i	i	i	i	0.0	i	15	i	i	i
Cc1cc(C(=O)NCc2ccco2)on1
    i	i	i	i	i	-0.1	i	0	i	i	i
CC(=O)Nc1ccccc1Sc1ccccc1
    i	i	i	i	i	0.1	i	22	i	i	i
COc1ccc(CN(CC2CCC(C(=O)O)CC2)C(=S)Nc2ccccc2OC)cc1 (stereo unspecified)
    i	i	i	i	i	-0.1	i	19	i	/	i
O=C(NCCc1ccccn1)c1ccc2nc(Cc3ccccc3F)oc2c1
    i	i	i	i	i	5.2	i	38	i	i	i
COCCNC(=O)NC(=O)CN1C(=O)NC(Cc2c[nH]c3ccccc23)C1=O (stereo unspecified)
    i	i	i	i	i	-0.5	i	-7	i	i	i
COc1ccc(CN2CC(=O)N(c3cc(Cl)ccc3OC)C2=S)cc1OC
    i	i	i	i	i	0.3	i	0	i	i	i
CCSc1nnc(NC(=O)c2csc3c2CCCC3)s1
    i	i	i	i	i	/	i	10	i	i	i
CC(=O)N1c2ccc(S(=O)(=O)NCCC(=O)NCc3ccc(F)cc3)cc2CC1C (stereo unspecified)
    i	i	i	i	i	0.0	i	9	i	i	i
O=C(NCc1ccncc1)/C(=N/O)c1ccccc1
    -5.7*	i	i	i	i	0.0	i	21	i	i	i
CN(C)C1(CNC(=O)C2CCN(S(=O)(=O)c3cccc(C(F)(F)F)c3)CC2)CCCCC1
    i	i	i	i	i	0.0	i	5	i	i	i
C=CCN=C1SC(C)C(=O)N1S(=O)(=O)c1ccccc1 (stereo unspecified)
    i	i	i	i	i	1.0	i	-5	i	i	i
CN(C)/C=C/C(=O)c1ccc(F)cc1
    i	i	i	i	i	0.5	i	26	i	i	i
CCCCn1c(N)c(N(CC)C(=O)c2ccccc2C)c(=O)[nH]c1=O
    i	i	i	i	i	1.3	i	2	i	i	i
COc1ccc(CNC(=O)CSCc2ccccc2Cl)cc1
    i	i	i	i	i	0.6	i	11	i	i	i
COc1ccc(OCC(O)CN2CCCC2)cc1 (stereo unspecified)
    i	i	i	i	i	-0.7	i	7	i	i	i
Cc1ccccc1CC(=O)Nc1ccon1
    i	i	i	i	i	-0.3	i	10	i	i	i
Cn1c(=O)c(Sc2ccccc2)c(O)c2ccccc21
    i	i	i	i	i	-0.3	i	38	i	i	i
CCOc1ccc(NC(=O)CN2CCN(C(=O)C3CCCO3)CC2)cc1 (stereo unspecified)
    i	i	i	i	i	-0.3	i	25	i	i	i
Cc1cccc(C)c1NC(=S)Nc1c(C)n(C)n(-c2ccccc2)c1=O
    i	i	i	i	i	0.0	i	11	i	i	i
CSc1ncccc1C(=O)Nc1cccc(C)n1
    i	i	i	i	i	-0.1	i	5	i	i	i
C=CCOn1c(=O)c(-c2cccs2)[n+]([O-])c2ccccc21
    i	i	i	i	i	0.1	i	10	i	i	i
Cc1c(C=Nc2ccc(S(=O)(=O)N(C)C)cc2)c(O)[nH]c(=O)c1C#N
    i	i	i	i	i	0.9	i	21	i	i	i
COc1ccc(C2CC(c3ccc4ccccc4c3OC(C)=O)=NN2C(=O)/C=C/c2ccccc2)cc1 (stereo unspecified)
    i	i	i	i	i	0.1	i	1	i	i	i
CC(NC(=S)NCc1ccccc1)C12CC3CC(CC(C3)C1)C2 (stereo unspecified)
    i	i	i	i	i	-0.5	i	5	i	i	i
COC(=O)c1cc(OC)c(OC)cc1NC(=O)c1c(-c2ccccc2Cl)noc1C
    i	i	i	i	i	0.0	i	16	i	i	i
CCOc1ccc(C(=O)N/N=C/c2cccc3cccnc23)cc1
    i	i	i	i	i	1.3	i	78	i	i	i
O=C(Oc1ccccc1C(=O)Nc1ccccc1)c1ccccc1Br
    i	i	i	i	i	7.6	i	13	i	i	i
N=C1C(=O)OCC1c1cc(Cl)ccc1NC(=O)Nc1ccccc1 (stereo unspecified)
    i	i	i	i	i	0.7	i	14	i	i	i
C=CCOc1ccc(/C=C/C(=O)OCC(=O)NCC2CCCO2)cc1 (stereo unspecified)
    i	i	i	i	i	0.0	i	15	i	i	i
O=C(NC1CCN(C(=O)Nc2ccccc2Cl)CC1)c1ccccc1
    i	i	i	i	i	0.0	i	8	i	i	i
CC1CN(C(=O)c2c(Br)cnn2C)CC(C)O1 (stereo unspecified)
    i	i	i	i	i	0.2	i	11	i	i	i
Cc1nc(NC(=O)c2cc(-n3cnnc3)ccc2Cl)ccc1Br
    i	i	i	i	i	-1.2	i	4	i	i	i
Cc1nc(C(F)(F)F)ccc1C(=O)Nc1ccccc1N1CCOCC1
    i	i	i	i	i	-0.5	/	6	i	i	i
CC1=C/C(=C\c2ccc3c(c2)OCO3)C(=O)S1
    i	i	i	i	i	-0.2	i	22	i	i	i
O=C(O)c1cc(Cl)c2c(c1)OCO2
    i	i	i	i	i	0.7	i	18	i	i	i
Cc1cc(C(=O)COc2ccc(F)cc2Br)c(C)n1C
    i	i	i	i	i	2.3	i	1	i	i	i
CCOC(=O)C(=NC(C)C)NNc1cc(Cl)ccc1Cl
    i	i	i	i	i	-0.1	i	19	i	i	i
Cc1c2cnn(CC(=O)NCCCN3CC(C)CC(C)C3)c(=O)c2c(C)n1Cc1ccc(Cl)cc1 (stereo unspecified)
    i	i	i	i	i	-0.3	i	-13	i	i	i
Cc1ccc(CNCCC2=CCCCC2)cc1
    i	i	i	i	i	0.3	i	22	i	i	-7.1*
Oc1ccc2ccccc2c1C1Nc2cccc3cccc(c23)N1
    i	i	i	i	i	-0.4	i	20	i	i	i
COc1ccc2[nH]c(=O)c(CNc3ccccc3C)cc2c1
    i	i	i	i	i	1.5	i	22	i	i	i
O=C(CCn1c(SCC(=O)c2ccccc2)nc2ccccc2c1=O)NCc1ccc(F)cc1
    i	i	i	i	i	-0.9	i	-7	i	i	i
COc1ccccc1C(=O)NC(=O)COC(=O)C1CC1C (stereo unspecified)
    i	i	i	i	i	0.5	i	14	i	i	i
COc1cc(C(C)=O)ccc1Oc1ncnc2c1cnn2-c1ccc(F)cc1
    i	i	i	i	i	0.6	i	22	i	i	i
COC(=O)CNC(=O)CNC(=O)Nc1ccccc1
    -8.1*	i	i	i	i	-0.1	i	18	i	i	i
CCCCN(CC)C(=O)Cc1c(C(=O)O)[nH]c2ccc(Cl)cc12
    i	i	i	i	i	/	/	14	i	i	i
CCn1c(SCC(=O)NCCOc2ccccc2)nc2ccccc2c1=O
    i	i	i	i	i	0.3	i	8	i	i	i
CCCCN(C)C(=O)c1c[nH]c2ccc(S(=O)(=O)N3CCOCC3)cc2c1=O
    i	i	i	i	i	-0.2	i	8	i	i	i
CCCCn1c(SCC(N)=O)nnc1-c1cc(OC)c(OC)c(OC)c1
    /	i	/	i	/	0.3	i	42	i	i	i
Cc1ccc2sc(N(CCCN(C)C)C(=O)c3nc4ccccc4s3)nc2c1C
    i	i	i	i	i	0.0	i	1	i	i	i
COc1ccc(C)cc1S(=O)(=O)NCC(c1ccc2c(c1)OCO2)N1CCN(C)CC1 (stereo unspecified)
    i	i	i	i	i	0.0	i	3	i	i	i
Cc1ccc2oc(=O)c3cnn(CC(=O)N(Cc4ccco4)C4CCCCC4)c3c2c1
    i	i	i	i	i	-0.4	i	-8	i	i	i
Cc1ccc(C(=O)NNC(=O)CCC(=O)NCc2ccccc2)cc1Br
    i	i	i	i	i	/	/	-12	i	i	i
COc1ccc2oc(=O)c(NC(=O)C3CCCCC3)cc2c1
    i	i	i	i	i	0.6	i	6	i	i	i
CN(C)C(=O)c1ccc(NC(=O)CN2CCc3cc4c(cc3C2)OCCCO4)cc1
    i	i	i	i	i	-0.1	i	8	i	i	i

# More compounds:
# The line under a structure holds: MrgX1 antagonist	TRPC4 act	MrgX1 ag	TRPC6 activator	MrgX1 allo act	HIF act	PolyA inhibitor	AI-2 QS modul	TRPC4 PAM	TRPC4 block	TRPC6 inhibitor
CC1(C)CC(NC(=O)c2cc(S(=O)(=O)N3CCCCC3)ccc2Cl)CC(C)(C)N1
    i	i	i	i	i	-0.1	i	24	i	i	i
O=C(CCN1C(=O)/C(=C/c2ccc(F)cc2)SC1=S)Nc1cccnc1
    i	i	i	i	i	-0.2	i	14	i	i	i
O=C1COc2cc(ccc2[N+](=O)[O-])Oc2ccc(cc2Cl)C(=O)CCCCO1
    i	i	i	i	i	-1.5	i	10	i	i	i
CCOc1ccc(N2C(=O)CC(NCCNc3ccc(C(=O)c4cccs4)cc3)C2=O)cc1 (stereo unspecified)
    i	i	i	i	i	-0.4	i	25	i	i	i
CCN(CC)c1ccc(NC(=S)NC(=O)Cc2ccccc2)cc1
    i	i	i	i	i	0.1	i	14	i	i	i
Cc1ccc2nc(C)c(C(=O)N/N=C/c3cccs3)n2c1
    i	i	i	i	i	0.1	i	14	i	i	i
Cc1ccc(NC(=O)C2CCN(S(C)(=O)=O)CC2)cc1Cl
    i	i	i	i	i	-2.5	i	5	i	i	i

# Not all compounds are listed. The share of hits here may be higher or lower than overall.
